Screens (PubChem BioAssay)
HCV NS3 hel inh – blocks Hepatitis C virus NS3 helicase unwinding | inhibition, % at 10.9 µM | AID 1800 | 290,000 tested, 0.56% active | NS3 helicase DNA unwinding, Cy5 molecular beacon fluorescence;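 active = inhibition above the mean of all tested compounds plus 3 SD, set per campaign, cut at about 35% in these data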;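 note: 0% = DMSO wells and 100% = thioflavine S control wells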
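System: HCV NS3 helicase fragment; control set: DMSO and thioflavine S; technique: Cy5 fluorescence at 0 and 60 min, beacon hairpin quenching; reagent: beacon DNA duplex substrate plus ATP; replicates: singlicate; schedule: 1 h reaction at 25 °C, ATP-initiated; medium: MOPS buffer pH 6.5 with MgCl2, DTT, Tween20, BSA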
PfM18AAP inh – blocks P. falciparum M18 aspartyl aminopeptidase; recombinant PfM18AAP, H-Glu-NHMec fluorogenic cleavage; inhibition, % at 7.35 µM; 290,000 tested, 1.2% active;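 active = inhibition above the campaign mean inhibition over all tested compounds plus 3 SD, cut at about 28% in these data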;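 note: 0% = plate median of test compound wells and 100% = 2 mM ZnCl2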
IMP-1 inh – inhibitors of Pseudomonas aeruginosa IMP-1 metallo-beta-lactamase | inhibition, % at 5.6 µM | purified IMP-1, nitrocefin hydrolysis, epi-absorbance fluorescence | 290,000 tested, 0.45% active;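 active = inhibition above the mean plus 3 SD of all compounds in the same screening run, cut at about 4.5% in these data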;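 note: 0% = IMP-1 with DMSO and 100% = DMSO wells lacking enzyme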
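System: Purified recombinant IMP-1 metallo-beta-lactamase enzyme | Measured by: Fluorescence quenching readout, ex 480/em 530 nm | Replication: Singlicate | Incubation: 15 min preincubation plus 25 min reaction at 25 °C | Evaluation: Percent inhibition from optical density relative to buffer-blank wells | Benchmarks: DMSO with and without IMP-1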
SUMO HTRF inh – SUMOylation inhibition | P63279 | HTRF SUMOylation assay, SAE1/SAE2 + UBC9, in vitro | inhibition, % at 35 µM | 290,000 tested, 0.36% active; in the data active = inhibition above about 50%, passing the limit was not always enough; note: strong numbers were not always called active
Target sequence (P63279 whole entry, looked up): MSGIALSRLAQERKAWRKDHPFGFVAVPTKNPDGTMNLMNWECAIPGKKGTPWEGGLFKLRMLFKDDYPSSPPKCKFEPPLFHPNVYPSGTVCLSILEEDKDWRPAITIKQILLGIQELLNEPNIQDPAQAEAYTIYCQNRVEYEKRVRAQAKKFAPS
VIM-2 inh – inhibitors of Pseudomonas aeruginosa VIM-2 metallo-beta-lactamase | inhibition, % at 5.6 µM | AID 1527 | 290,000 tested, 0.89% active | purified VIM-2, nitrocefin hydrolysis, epi-absorbance fluorescence;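 active = inhibition above the mean of all tested compounds plus 3 SD, cutoff set per screening run, cut at about 7.5% in these data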;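 note: red hydrolysis product quenches plate fluorescence so inhibitors raise well fluorescence; 0% = enzyme with DMSO and 100% = DMSO without enzyme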
MEKK2wt PB1 HTS – raises or lowers MEK5 binding to wildtype human MEKK2 PB1 domain; AID 1531; bead flow cytometry, Alexa488-MEK5 binding to MEKK2 WT; actives lie on both sides; binding response (% of control), % at 10 µM; Q9Y2U5; 290,000 tested, 1.1% active; in the data active = binding response below about 67% or above about 130%
MEKK2mut PB1 HTS – signal of MEK5 binding to mutant human MEKK2 PB1 domain. 290,000 tested, 0.35% active. bead flow cytometry, Alexa488-MEK5 binding to MEKK2 mutant. percent response, % at 10 µM; in the data active = percent response above about 24%, passing the limit was not always enough; note: inactives centre near 1; some results filed as inactive read as strong as hits
DNA FID counter – displaces DNA intercalator in HCV helicase counter-screen. 290,000 tested, 0.17% active. inhibition, % at 7.9 µM. DNA fluorescent intercalator displacement, fluorescence. AID 1845; in the data active = inhibition above about 37%;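 note: 0% = vehicle and 100% = reference compound; higher means more ethidium bromide displaced from hairpin DNA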
NALP1 yeast inh – inhibitors of NALP1 inflammasome in yeast; inhibition, % at 10 µM; S. cerevisiae NALP1/ASC/caspase-1 growth, X-gal OD620, 72 h; 280,000 tested, 0.61% active; in the data active = inhibition mostly above about 24%, no sharp cut-off; inactive = mostly below about 32%; note: some compounds called inactive have numbers as strong as hits
Numbers without * were called inactive.

What do the screens show for `O=C(Nc1ccc2c(c1)Cc1ccccc1-2)c1ccco1`?
HCV NS3 hel inh: -6.8; PfM18AAP inh: -2.5; IMP-1 inh: -0.5; SUMO HTRF inh: 24.7; VIM-2 inh: 0.0; MEKK2wt PB1 HTS: 99.0; MEKK2mut PB1 HTS: -2.0; DNA FID counter: -6.8; NALP1 yeast inh: -2.3

What do the screens show for `O=C(NCc1ccco1)C1CCCN1S(=O)(=O)c1ccccc1C(F)(F)F` (stereo not drawn)?
HCV NS3 hel inh: 5.1; PfM18AAP inh: 3.2; IMP-1 inh: -2.6; SUMO HTRF inh: -16.1; VIM-2 inh: -3.5; MEKK2wt PB1 HTS: 105.0; MEKK2mut PB1 HTS: 10.0; DNA FID counter: -7.8

How did CSc1nc2c(c(=O)[nH]1)C(c1ccc(Br)cc1)CC(=O)N2 (stereo not drawn) do in these assays?
HCV NS3 hel inh: -3.1; PfM18AAP inh: -0.4; IMP-1 inh: -1.6; SUMO HTRF inh: 21.1; VIM-2 inh: -3.4; MEKK2wt PB1 HTS: 106.0; MEKK2mut PB1 HTS: -3.0; DNA FID counter: 4.1; NALP1 yeast inh: 4.1

How did COc1ccc(N2CCN(C(=O)Cn3nnc(-c4ccc(OC)c(OC)c4)n3)CC2)cc1 do in these assays?
HCV NS3 hel inh: -5.0; PfM18AAP inh: -2.4; IMP-1 inh: -2.4; SUMO HTRF inh: -2.6; VIM-2 inh: -1.4; MEKK2wt PB1 HTS: 104.0; MEKK2mut PB1 HTS: 4.0; DNA FID counter: 4.5; NALP1 yeast inh: 27.9

What do the screens show for `COc1ccc(CN2CCC(c3nc4ccc(Cl)cc4[nH]3)CC2)cc1`?
HCV NS3 hel inh: -31.9; PfM18AAP inh: 8.8; IMP-1 inh: 1.3; SUMO HTRF inh: 16.9; VIM-2 inh: 0.8; MEKK2wt PB1 HTS: 110.0; MEKK2mut PB1 HTS: 5.0; DNA FID counter: 25.4; NALP1 yeast inh: -0.6

Results for Cc1cccc2sc(N(CCCN(C)C)C(=O)c3sc4ccccc4c3Cl)nc12 ?
HCV NS3 hel inh: -10.3; PfM18AAP inh: -0.8; IMP-1 inh: -1.8; SUMO HTRF inh: -8.2; VIM-2 inh: -0.6; MEKK2wt PB1 HTS: 197.0*; MEKK2mut PB1 HTS: 53.0*; DNA FID counter: 4.0; NALP1 yeast inh: 54.1*

Results for CC(=O)c1sc(NCc2ccc(C)cc2)nc1C ?
HCV NS3 hel inh: 2.7; PfM18AAP inh: 2.0; IMP-1 inh: -0.9; SUMO HTRF inh: 15.0; VIM-2 inh: -0.1; MEKK2wt PB1 HTS: 104.0; MEKK2mut PB1 HTS: 4.0; DNA FID counter: -10.0; NALP1 yeast inh: 12.0

Results for O=c1[nH]c2cc3c(cc2cc1CN(Cc1cccnc1)Cc1nnnn1Cc1ccco1)OCCO3 ?
HCV NS3 hel inh: -2.8; PfM18AAP inh: 28.3*; IMP-1 inh: -6.0; SUMO HTRF inh: 36.6; VIM-2 inh: -1.8; MEKK2wt PB1 HTS: 113.0; MEKK2mut PB1 HTS: 4.0; DNA FID counter: 10.8; NALP1 yeast inh: -5.3

How did CCCS(=O)(=O)c1cnc(C2COc3ccccc3O2)nc1N (stereo not drawn) do in these assays?
HCV NS3 hel inh: 16.2; PfM18AAP inh: -2.0; IMP-1 inh: -0.7; SUMO HTRF inh: 24.8; VIM-2 inh: -2.2; MEKK2wt PB1 HTS: 100.0; MEKK2mut PB1 HTS: 6.0; DNA FID counter: -13.0; NALP1 yeast inh: 8.8

What do the screens show for `CN1C(=O)c2ccc(NC(=O)C3CCCCC3)cc2C1=O`?
HCV NS3 hel inh: 4.1; PfM18AAP inh: -6.7; IMP-1 inh: -2.1; SUMO HTRF inh: 45.8; VIM-2 inh: -0.9; MEKK2wt PB1 HTS: 95.0; MEKK2mut PB1 HTS: 1.0; DNA FID counter: -0.6; NALP1 yeast inh: 14.5

Random excerpt: 2 compounds from above
How did CCCS(=O)(=O)c1cnc(C2COc3ccccc3O2)nc1N (stereo not drawn) do in these assays?
HCV NS3 hel inh: 16.2; PfM18AAP inh: -2.0; IMP-1 inh: -0.7; SUMO HTRF inh: 24.8; VIM-2 inh: -2.2; MEKK2wt PB1 HTS: 100.0; MEKK2mut PB1 HTS: 6.0; DNA FID counter: -13.0; NALP1 yeast inh: 8.8

Results for CC(=O)c1sc(NCc2ccc(C)cc2)nc1C ?
HCV NS3 hel inh: 2.7; PfM18AAP inh: 2.0; IMP-1 inh: -0.9; SUMO HTRF inh: 15.0; VIM-2 inh: -0.1; MEKK2wt PB1 HTS: 104.0; MEKK2mut PB1 HTS: 4.0; DNA FID counter: -10.0; NALP1 yeast inh: 12.0

More entries:
How did O=C(O/N=C\c1ccc(N2CCCCC2)c([N+](=O)[O-])c1)c1c(F)cccc1F do in these assays?
HCV NS3 hel inh: 7.5; PfM18AAP inh: -0.7; IMP-1 inh: -2.6; SUMO HTRF inh: -4.3; VIM-2 inh: -3.3; MEKK2wt PB1 HTS: 107.0; MEKK2mut PB1 HTS: 7.0; DNA FID counter: 2.7; NALP1 yeast inh: 2.5

What do the screens show for `C=C(C)CNC(=S)NNC(=O)CCn1c2cc(Cl)ccc2c2ccc(Cl)cc21`?
HCV NS3 hel inh: -4.3; PfM18AAP inh: 3.3; IMP-1 inh: -4.3; SUMO HTRF inh: -76.8; VIM-2 inh: -5.2; MEKK2wt PB1 HTS: 104.0; MEKK2mut PB1 HTS: -1.0; DNA FID counter: -7.4; NALP1 yeast inh: 2.8

How did CCC1(CC)NC(=O)N(CC(=O)OCC(=O)Nc2ccc(C(F)(F)F)cc2)C1=O do in these assays?
HCV NS3 hel inh: -11.2; PfM18AAP inh: -7.5; IMP-1 inh: -2.1; SUMO HTRF inh: 11.4; VIM-2 inh: -0.6; DNA FID counter: -8.7; NALP1 yeast inh: 7.5

What do the screens show for `Cc1cccc(C(=O)Nc2nnc(SCC(=O)NCc3ccco3)s2)c1`?
HCV NS3 hel inh: -3.8; PfM18AAP inh: 11.3; IMP-1 inh: -0.6; SUMO HTRF inh: 10.9; VIM-2 inh: 17.9*; MEKK2wt PB1 HTS: 101.0; MEKK2mut PB1 HTS: 3.0; DNA FID counter: -8.6; NALP1 yeast inh: 18.6

How did COc1ccc(OC)c(NC(=O)CN(c2ccc(C)cc2)S(=O)(=O)c2c(C)noc2C)c1 do in these assays?
HCV NS3 hel inh: -3.1; PfM18AAP inh: -2.1; IMP-1 inh: -3.2; SUMO HTRF inh: 3.1; VIM-2 inh: -3.5; MEKK2wt PB1 HTS: 95.0; MEKK2mut PB1 HTS: -7.0; DNA FID counter: -7.8; NALP1 yeast inh: 4.1

Results for CCOC(=O)c1c(NC(=O)CNCC(O)CO)sc(C)c1C (stereo not drawn) ?
HCV NS3 hel inh: 2.5; PfM18AAP inh: -2.2; IMP-1 inh: -1.4; SUMO HTRF inh: -17.9; VIM-2 inh: -0.2; MEKK2wt PB1 HTS: 101.0; MEKK2mut PB1 HTS: 0.0; DNA FID counter: -10.1; NALP1 yeast inh: -24.0

How did CC(C(=O)Nc1ccc2c(c1)OCCO2)c1ccc([N+](=O)[O-])cc1 (stereo not drawn) do in these assays?
HCV NS3 hel inh: -26.8; PfM18AAP inh: 5.3; IMP-1 inh: -2.9; SUMO HTRF inh: 2.8; VIM-2 inh: -2.5; MEKK2wt PB1 HTS: 106.0; MEKK2mut PB1 HTS: 2.0; DNA FID counter: 4.0; NALP1 yeast inh: 2.0

How did COc1ccc(OCc2cc(C(=O)N(C)CC3CCCCO3)no2)c(Cl)c1 (stereo not drawn) do in these assays?
HCV NS3 hel inh: -19.7; PfM18AAP inh: 2.4; IMP-1 inh: -1.9; SUMO HTRF inh: -0.2; VIM-2 inh: -0.4; MEKK2wt PB1 HTS: 102.0; MEKK2mut PB1 HTS: -2.0; DNA FID counter: -22.2; NALP1 yeast inh: 21.5

Results for O=C(CSc1ncn[nH]1)Nc1ccc(S(=O)(=O)N2CCCC2)cc1 ?
HCV NS3 hel inh: -4.5; PfM18AAP inh: 11.0; IMP-1 inh: -4.1; SUMO HTRF inh: 5.5; VIM-2 inh: -3.6; MEKK2wt PB1 HTS: 95.0; MEKK2mut PB1 HTS: -5.0; DNA FID counter: -7.3; NALP1 yeast inh: -1.3

Results for COc1ccccc1N1CCN(C(=O)c2oc3c(c2C)C(=O)CC(C)(C)C3)CC1 ?
HCV NS3 hel inh: 2.7; PfM18AAP inh: -12.2; IMP-1 inh: 3.5; SUMO HTRF inh: 7.5; VIM-2 inh: -0.2; MEKK2wt PB1 HTS: 100.0; MEKK2mut PB1 HTS: -1.0; DNA FID counter: -44.6; NALP1 yeast inh: 24.7

How did Cc1ccc(-c2cc(C(=O)NCC3CCCO3)c3ccccc3n2)cc1C (stereo not drawn) do in these assays?
HCV NS3 hel inh: 2.1; PfM18AAP inh: 0.9; IMP-1 inh: -2.6; SUMO HTRF inh: 6.8; VIM-2 inh: -3.7; MEKK2wt PB1 HTS: 96.0; MEKK2mut PB1 HTS: -1.0; DNA FID counter: -18.8; NALP1 yeast inh: 12.7

How did CC(C)(CN1CCN(Cc2ccccc2)CC1)NS(=O)(=O)c1ccccc1 do in these assays?
HCV NS3 hel inh: -5.5; PfM18AAP inh: -11.7; IMP-1 inh: -3.6; SUMO HTRF inh: 10.3; VIM-2 inh: -2.3; MEKK2wt PB1 HTS: 108.0; MEKK2mut PB1 HTS: 20.0; DNA FID counter: 0.8; NALP1 yeast inh: 15.1

Results for C=CCNS(=O)(=O)c1sccc1/C=N/O ?
HCV NS3 hel inh: 12.4; PfM18AAP inh: 3.4; IMP-1 inh: -3.2; SUMO HTRF inh: 15.8; VIM-2 inh: -3.2; MEKK2wt PB1 HTS: 99.0; MEKK2mut PB1 HTS: 2.0; DNA FID counter: -1.8; NALP1 yeast inh: 16.4

What do the screens show for `Nc1nonc1-n1nnc(C(=O)N/N=C/c2cccc(Cl)c2Cl)c1CN1CCCC1`?
HCV NS3 hel inh: -6.8; PfM18AAP inh: 0.7; IMP-1 inh: -3.2; SUMO HTRF inh: 26.6; VIM-2 inh: -2.4; MEKK2wt PB1 HTS: 95.0; MEKK2mut PB1 HTS: 1.0; DNA FID counter: -16.1; NALP1 yeast inh: 12.0

What do the screens show for `COc1ccc(/C=N/NC(=O)CSc2ccccn2)cc1OC`?
HCV NS3 hel inh: -0.9; PfM18AAP inh: -2.6; IMP-1 inh: -1.4; SUMO HTRF inh: 14.4; VIM-2 inh: -2.9; MEKK2wt PB1 HTS: 99.0; MEKK2mut PB1 HTS: -7.0; DNA FID counter: -17.0; NALP1 yeast inh: 4.1

What do the screens show for `CCOC(=O)c1cnc2c(ccc3ccccc32)c1NCCN(C)C`?
HCV NS3 hel inh: 36.0*; PfM18AAP inh: -1.9; IMP-1 inh: 0.0; SUMO HTRF inh: 8.9; VIM-2 inh: 11.6*; MEKK2wt PB1 HTS: 116.0; MEKK2mut PB1 HTS: 12.0; DNA FID counter: 45.5*; NALP1 yeast inh: 8.6

How did CCN(CC)S(=O)(=O)c1cccc(C(=O)N/N=C2\CC(=O)CC(C)(C)C2)c1 do in these assays?
HCV NS3 hel inh: 6.4; PfM18AAP inh: 8.6; IMP-1 inh: 1.5; SUMO HTRF inh: -9.3; VIM-2 inh: 1.1; MEKK2wt PB1 HTS: 105.0; MEKK2mut PB1 HTS: 2.0; DNA FID counter: -13.8; NALP1 yeast inh: 3.5
